Screening data: PubChem BioAssay, several laboratories
GDH-TPI counter: inhibits GDH-TPI coupling enzymes, artifact for Mtb FBA screen | GDH-TPI coupled enzyme counterscreen, NADH absorbance | inhibition, % at 4.8 µM | 360,000 compounds, 1.2% hits | AID 588335; in the data active = inhibition above about 30%;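 also: 0% = DMSO wells and 100% = wells lacking the enzyme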
FBA Mtb inh: Mtb fructose-bisphosphate aldolase inhibition; purified M. tuberculosis FBA, fluorescence read-out; inhibition, % at 1 µM; 360,000 compounds, 2.3% hits; AID 588726; in the data active = inhibition above about 27%;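 also: 0% = vehicle and 100% = reference inhibitor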
Target sequence (P9WQA3 whole entry, looked up): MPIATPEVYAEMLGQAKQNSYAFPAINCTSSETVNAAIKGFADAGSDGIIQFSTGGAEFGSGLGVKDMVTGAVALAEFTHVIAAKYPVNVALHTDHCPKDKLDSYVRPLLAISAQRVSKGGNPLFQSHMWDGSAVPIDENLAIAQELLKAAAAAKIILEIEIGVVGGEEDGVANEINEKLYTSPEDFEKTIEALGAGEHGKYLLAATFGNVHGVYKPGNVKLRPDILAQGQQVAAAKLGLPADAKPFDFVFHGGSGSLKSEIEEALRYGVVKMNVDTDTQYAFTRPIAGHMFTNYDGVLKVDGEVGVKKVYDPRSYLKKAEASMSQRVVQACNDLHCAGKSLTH
BioA inh: BioA (M. tuberculosis) enzyme inhibition. purified M. tuberculosis BioA enzyme, plate reader. inhibition, % at 9.99 µM. 360,000 compounds, 0.096% hits. AID 602481; in the data active = inhibition above about 40%
Vc quorum ag: induces V. cholerae light production without autoinducers. 350,000 compounds, 0.16% hits. AID 588436. V. cholerae BH1578 lux reporter, luminescence, 6 h. activation, % at 18.7 µM; in the data active = activation mostly above about 9.7%, no sharp cut-off; also: not every result past the cut was called active; inactives centre near 0; reference of the scale not given here
MazEF act: MazEF (E. coli) toxin RNase activation | P0AE70 | FAM/BHQ RNA-DNA oligo cleavage fluorescence, 5 h | activation, % at 20 µM | 350,000 compounds, 0.32% hits; in the data active = activation above about 50%
Target sequence (P0AE70 whole entry, looked up): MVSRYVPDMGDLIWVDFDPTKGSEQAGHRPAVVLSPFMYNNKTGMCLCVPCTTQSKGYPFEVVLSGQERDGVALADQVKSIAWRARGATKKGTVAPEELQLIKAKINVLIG
Rv3671c protease: Rv3671c (M. tuberculosis) protease inhibition; P9WHR9; inhibition, % at 5.96 µM; 320,000 compounds, 0.048% hits; AID 2606; in the data active = inhibition above about 38%;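 also: extracellular domain of Rv3671c used as enzyme; 0% = enzyme with DMSO and 100% = no enzyme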
SSB-PriA inh: blocks PriA binding to SSB C-terminal tail; AlphaScreen SSBct-PriA binding, biotinylated peptide; inhibition, % at 33 µM; 430,000 compounds, 0.6% hits; in the data active = inhibition mostly above about 37%, no sharp cut-off; inactive = mostly below about 20%;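 also: plate controls were negative control peptide for no effect and reference peptide for full effect; strong numbers were not always called active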
3CLpro inhibitor: SARS-CoV 3CLpro protease inhibition; recombinant SARS-CoV 3CLpro, quenched FRET peptide cleavage; inhibition, % at 6 µM; 290,000 compounds, 0.14% hits; in the data active = inhibition above about 12%
VHR inh abs: blocks human VHR1 dual specificity phosphatase; P51452; recombinant VHR phosphatase, pNPP absorbance; inhibition, % at 13.3 µM; 290,000 compounds, 0.52% hits; AID 1654; in the data active = inhibition above about 50%; also: some compounds called inactive have numbers as strong as hits
Target sequence (P51452 whole entry, looked up): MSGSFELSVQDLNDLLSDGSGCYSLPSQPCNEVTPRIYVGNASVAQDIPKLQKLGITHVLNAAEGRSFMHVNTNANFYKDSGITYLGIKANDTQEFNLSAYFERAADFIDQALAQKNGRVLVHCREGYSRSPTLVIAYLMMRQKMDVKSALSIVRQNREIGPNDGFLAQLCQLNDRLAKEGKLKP
Mtb UGM inh: blocks M. tuberculosis UGM enzyme; 320,000 compounds, 0.06% hits; P9WIQ1; AID 504406; inhibition, % at 10 µM; purified UGM, fluorescence polarization probe displacement; in the data active = inhibition above about 10%, passing the limit was not always enough
Starred values were filed as active, the others as inactive; i = inactive; · = not tested or not shown. Some of the compounds tested (hit frequency here may not be typical).

#	mol	GDH-TPI counter	FBA Mtb inh	BioA inh	Vc quorum ag	MazEF act
1	COc1ccc(CN=CC2=C(O)CC(C)(C)CC2=O)cc1	1.3	2.7	7.1	i	5.7
2	CC(=O)c1ccc(NC(=O)CSc2nc3nn(-c4ccccc4)c(=O)c-3c3n2CCCCC3)cc1	9.3	-2.7	-0.7	-1.5	-20.3
3	Cc1ccc(OC(=O)C23CC4CC(CC(C4)C2)C3)c(C)n1	7.2	-1.4	·	-0.4	1.3
4	CCOc1ccc(CNC(=O)CN2C(=O)CSc3ccc(S(=O)(=O)N4CCOCC4)cc32)cc1	-4.9	-1.6	·	-3.1	4.7
5	COc1ccc(Nc2ncnc3ccc(Br)cc23)c(OC)c1	-6.6	-1.0	1.4	i	7.1
6	Cc1ccc(CNC(=O)Cc2ccc(NC3=NC4CS(=O)(=O)CC4S3)cc2)cc1 (configuration not stated)	-4.7	1.0	0.6	-0.2	6.2
7	CC1(C(=O)O)CCC(C(=O)Nc2cccc(F)c2)C1(C)C (configuration not stated)	8.0	-0.5	-0.6	-0.9	-11.7
8	NC(=O)CSc1nnc2ccc(-c3ccc(F)cc3)nn12	7.6	12.0	-2.7	-0.4	1.7
9	COc1ccc(N2CCN(C(=O)c3ccc(N(C)S(=O)(=O)c4ccc(OC)cc4)cc3)CC2)cc1	-2.5	2.3	·	-0.5	0.4
10	CCn1nnc2cc(C(=O)Nc3ccc(C(=O)OC(C)C)cc3)ccc21	3.4	-0.1	-0.9	i	-11.4
11	Cc1nc(CSc2nnc(N)s2)cs1	-1.2	4.2	·	i	9.5
12	Cc1cc(C)nc(NC2=NCCN2C(=O)NC2CCCCC2)n1	0.4	4.7	2.1	i	-0.8
13	O=S(=O)(NCC(O)c1ccccc1)c1ccc(-c2ccccn2)s1 (configuration not stated)	0.4	-0.6	·	-0.5	9.8
14	CCOC(=O)CNC(=S)N(CCCN1CCCCC1)Cc1cccs1	4.7	4.3	·	0.6	3.1
15	O=C(Nc1ccccc1F)c1ccc2snnc2c1	4.8	3.5	0.9	i	4.4

#	Rv3671c protease	SSB-PriA inh	3CLpro inhibitor	VHR inh abs	Mtb UGM inh
1	3.9	-15.8	-3.3	19.4	0.5
2	·	0.6	·	·	·
3	1.3	-4.0	3.7	-1.7	-1.6
4	·	·	·	·	·
5	0.6	-15.3	-1.9	0.3	-2.2
6	3.9	3.0	-9.5	17.3	-3.3
7	-0.6	-6.8	-0.4	7.2	0.6
8	1.2	-5.5	3.3	1.2	1.9
9	-1.1	12.8	3.1	13.4	0.5
10	-6.9	-12.4	·	·	2.7
11	2.7	3.4	5.8	-9.8	-0.5
12	3.0	-12.7	3.7	14.5	0.6
13	-1.5	2.8	0.8	13.3	0.0
14	0.1	-0.8	-2.8	-6.2	5.1
15	-12.8	4.8	-1.4	10.1	-1.5

Record cards, as listed above:
Shown for `O=C(Nc1ccccc1F)c1ccc2snnc2c1` → GDH-TPI counter = 4.8; FBA Mtb inh = 3.5; BioA inh = 0.9; Vc quorum ag = i; MazEF act = 4.4; Rv3671c protease = -12.8; SSB-PriA inh = 4.8; 3CLpro inhibitor = -1.4; VHR inh abs = 10.1; Mtb UGM inh = -1.5
Shown for `Cc1ccc(CNC(=O)Cc2ccc(NC3=NC4CS(=O)(=O)CC4S3)cc2)cc1` (configuration not stated) → GDH-TPI counter = -4.7; FBA Mtb inh = 1.0; BioA inh = 0.6; Vc quorum ag = -0.2; MazEF act = 6.2; Rv3671c protease = 3.9; SSB-PriA inh = 3.0; 3CLpro inhibitor = -9.5; VHR inh abs = 17.3; Mtb UGM inh = -3.3

(list continues)
#	mol	GDH-TPI counter	FBA Mtb inh	BioA inh	Vc quorum ag	MazEF act
16	CC(NC(=O)CCSCCC(=O)NC(C)c1ccccc1)c1ccccc1 (configuration not stated)	-4.8	-2.5	-0.6	-0.1	-1.4
17	COc1ccc(CCNC(=O)c2ccccc2NC(=O)CN2CCN(c3ccccc3O)CC2)cc1	-3.5	-1.5	0.1	-1.7	5.0
18	Cn1c(SCC(=O)Nc2ccc(N3CCOCC3)cc2)nnc1-c1ccco1	3.0	-0.5	0.4	-0.1	7.8
19	O=C(Nc1cc(S(=O)(=O)N2CCCCC2)ccc1Cl)C1=NN(c2ccccc2)C(=O)CC1	17.0	2.4	-1.5	-0.3	-3.9
20	CCOc1ccc(NC(=O)CC2C(=O)N(c3ccc(OCC)cc3)C(=S)N2C2CC2)cc1 (configuration not stated)	3.5	-3.2	-0.8	i	-4.0
21	COc1ccc(NC(=O)CSc2nnc(Cn3c(=O)sc4ccccc43)n2C)cc1OC	-3.0	1.7	0.5	-0.2	5.8
22	O=C(c1ccc(F)cc1)C(C(=O)N1CCCCC1)n1ccccc1=O (configuration not stated)	5.8	0.9	0.4	0.9	6.6
23	O=C(Nc1ccccc1)c1sc(Cl)nc1-c1ccccc1	3.7	2.2	-1.6	-0.5	11.7
24	CCCNC(=O)C1(C)CCN(Cc2ccc(-c3ccccn3)cc2)C1 (configuration not stated)	3.5	-2.8	0.5	i	·
25	O=C(Cn1cnc(Cl)c1Cl)c1ccc(F)cc1	-5.2	8.2	·	0.2	1.2
26	Cc1cc(C)c(S(=O)(=O)N(C)CC(=O)N2CCCC2)c(C)c1	0.0	0.1	-1.6	i	3.9
27	CN(C(=O)C1CCCO1)c1nnc(-c2cnccn2)s1 (configuration not stated)	13.8	2.3	-1.7	-6.7	6.5
28	O=C(Cn1c(=O)oc2ccccc21)Nc1nnc(N2CCCCCC2)s1	7.2	-0.9	0.5	-0.3	1.4
29	O=C(Nc1ccc(Cl)cc1)NC1CCCC1Cc1ccco1 (configuration not stated)	9.9	-11.7	1.2	-5.0	10.1
30	CN(C)Cc1c(O)ccc2c(=O)c(-c3ccc(Cl)cc3)coc12	21.4	45.7*	-0.5	-0.3	6.5

#	Rv3671c protease	SSB-PriA inh	3CLpro inhibitor	VHR inh abs	Mtb UGM inh
16	-6.7	10.6	5.4	1.3	1.3
17	·	5.1	·	·	·
18	-4.7	-13.1	-1.6	68.8	-0.9
19	-8.1	-16.2	5.1	-2.2	1.7
20	-17.9	4.4	-0.3	-5.4	-0.2
21	-6.2	-7.2	-0.1	9.4	1.6
22	1.9	0.7	-2.9	15.1	0.1
23	-7.2	-14.3	3.4	-9.9	-3.2
24	·	·	·	·	·
25	-7.5	-5.1	4.7	-5.8	-0.3
26	·	·	·	·	·
27	-10.1	-8.4	-7.1	14.3	-1.0
28	-3.1	6.1	0.3	27.3	-0.7
29	-20.8	-9.0	-0.7	2.3	-3.5
30	-4.2	2.8	4.1	0.7	-0.5

(next part)
#	mol	GDH-TPI counter	FBA Mtb inh	BioA inh	Vc quorum ag	MazEF act
31	CCc1[nH]nc2c1C(C(C)C)C(C#N)=C(N)O2 (configuration not stated)	-0.9	0.1	-0.5	·	2.3
32	CCN1CCN(C2CCCCC2NS(=O)(=O)c2ccccc2)CC1 (configuration not stated)	-3.4	-1.9	-0.8	-1.7	-2.6
33	COc1ccccc1-n1c(COc2ccccc2-c2ccccc2)nnc1SCC(=O)c1c(N)n(C)c(=O)n(C)c1=O	4.9	0.6	·	-0.4	8.8
34	COC(=O)[C@H](Cc1ccccc1)NC(=O)C1CCN(C(=O)[C@H](C)NS(=O)(=O)c2ccc(C)cc2)CC1	-3.6	-1.0	0.0	i	2.4
35	Cc1ccccc1CN(c1ccc(C(=O)N2CCc3ccccc3C2)cc1)S(C)(=O)=O	2.4	2.5	8.1	0.1	3.9
36	CCOC(=O)Nc1ccc(S(=O)(=O)Nc2nc(C)cc(C)n2)cc1	5.6	-2.0	-1.8	i	-8.0
37	Cc1cc(CNC(=O)[C@H]2C[C@@H]2[C@H](NP(=O)(c2ccccc2)c2ccccc2)c2ccccc2)nn1C	·	·	·	·	6.8
38	COC(=O)CCc1c(C)nn(-c2ccccc2)c1C	-8.7	0.2	0.0	·	4.0
39	C=CCn1c(N(C)C)nc2c1c(=O)[nH]c(=O)n2C	-1.9	-1.9	-1.1	-0.2	10.9
40	O=C(NCCc1ccc(Cl)cc1)c1cc(S(=O)(=O)N2CCCCC2)c[nH]1	2.4	-1.3	1.2	-0.2	7.3
41	O=C(CCl)Nc1ccc(S(=O)(=O)Nc2nccs2)cc1	-1.8	-6.8	-0.5	i	22.1
42	c1cc2c3c(cccc3c1)NC1(CCCCC1)N2	12.8	-2.0	-3.2	i	10.5
43	CCN1C(=O)[C@H]2[C@@H](c3ccc(-c4cccc(Cl)c4)c(OC)c3)N[C@@](C)(C(=O)OC)[C@H]2C1=O	14.7	8.6	-1.2	i	-5.2
44	CCOC(=O)[C@@H]1[C@H]2COc3cc(OC)ccc3[C@H]2N2C(=O)N(c3ccc(C(F)(F)F)cc3)C(=O)[C@]12C	4.4	1.9	-1.0	-10.0	4.5
45	Cc1ccc(S(=O)(=O)CCC(=O)OCC(=O)Nc2sccc2C#N)cc1	4.5	1.3	-4.6	i	-3.4

#	Rv3671c protease	SSB-PriA inh	3CLpro inhibitor	VHR inh abs	Mtb UGM inh
31	2.7	-5.5	·	-34.0	-0.9
32	4.7	-11.6	-2.1	-8.2	-1.5
33	-4.4	-4.6	-2.8	4.5	0.9
34	4.2	-13.4	-1.5	29.6	0.5
35	-6.2	8.2	-1.3	6.4	0.3
36	-3.7	0.8	0.8	-16.4	-1.2
37	-10.1	-9.4	-5.2	-10.7	-0.4
38	-3.8	-5.6	4.1	4.0	3.7
39	-2.0	-6.9	·	2.7	5.7
40	-0.1	-8.8	7.2	-2.3	-1.5
41	-1.0	1.8	3.6	13.0	2.3
42	-6.6	18.0	0.3	28.3	3.2
43	1.4	0.0	·	·	-2.9
44	-69.5	7.4	·	·	-1.6
45	·	·	·	·	·

More results
#	mol	GDH-TPI counter	FBA Mtb inh	BioA inh	Vc quorum ag	MazEF act
46	O=C(CSc1nnc(-c2ccncc2)o1)Nc1cc(Cl)ccc1C(=O)O	9.5	1.6	2.4	-1.7	-12.2
47	COC(=O)CN1C(c2cccc(Cl)c2)=Nc2ccc(Cl)cc2C1c1ccccc1 (configuration not stated)	7.2	-1.3	·	-0.3	10.5
48	CC1(Cc2ccc(C(F)(F)F)o2)C(=O)Nc2ccc(-c3cccc(C(F)(F)F)c3)cc21 (configuration not stated)	-2.6	0.9	-3.2	-0.8	·
49	CC(c1ccc(C(C)(C)C)cc1)S(=O)CC(O)CO (configuration not stated)	-0.4	2.4	·	-0.4	-2.5
50	OC[C@@H]1CN(Cc2cccc(C(F)(F)F)c2)C[C@H](n2cnc3c(NCc4ccc(F)cc4)ncnc32)O1	3.9	1.7	-0.1	i	·
51	CCn1c(NC(=S)Nc2ccccc2)nc2ccccc21	25.6	1.0	3.8	3.1	9.3

#	Rv3671c protease	SSB-PriA inh	3CLpro inhibitor	VHR inh abs	Mtb UGM inh
46	-6.4	1.8	·	·	-1.8
47	-11.7	-12.1	-0.7	-8.2	0.2
48	·	·	·	·	·
49	1.6	-1.8	3.5	-6.9	2.0
50	·	·	·	·	·
51	1.3	-13.6	8.7	39.6	0.1
